BAZ2B inh: blocks human BAZ2B. Q9UIF8. AlphaScreen BAZ2B-H3K14Ac peptide displacement. Potency, µM (series often up to 114 µM), inactives show top-dose activity change, negative = inhibition, most hits filed as inhibitors. 360,000 tested, 4.4% active. AID 504333; also: % is scaled to controls: 0 for no effect and ±100 for the full control effect; nearly all actives have a fitted effect of over 60% in size
Target sequence (Q9UIF8 whole entry, looked up): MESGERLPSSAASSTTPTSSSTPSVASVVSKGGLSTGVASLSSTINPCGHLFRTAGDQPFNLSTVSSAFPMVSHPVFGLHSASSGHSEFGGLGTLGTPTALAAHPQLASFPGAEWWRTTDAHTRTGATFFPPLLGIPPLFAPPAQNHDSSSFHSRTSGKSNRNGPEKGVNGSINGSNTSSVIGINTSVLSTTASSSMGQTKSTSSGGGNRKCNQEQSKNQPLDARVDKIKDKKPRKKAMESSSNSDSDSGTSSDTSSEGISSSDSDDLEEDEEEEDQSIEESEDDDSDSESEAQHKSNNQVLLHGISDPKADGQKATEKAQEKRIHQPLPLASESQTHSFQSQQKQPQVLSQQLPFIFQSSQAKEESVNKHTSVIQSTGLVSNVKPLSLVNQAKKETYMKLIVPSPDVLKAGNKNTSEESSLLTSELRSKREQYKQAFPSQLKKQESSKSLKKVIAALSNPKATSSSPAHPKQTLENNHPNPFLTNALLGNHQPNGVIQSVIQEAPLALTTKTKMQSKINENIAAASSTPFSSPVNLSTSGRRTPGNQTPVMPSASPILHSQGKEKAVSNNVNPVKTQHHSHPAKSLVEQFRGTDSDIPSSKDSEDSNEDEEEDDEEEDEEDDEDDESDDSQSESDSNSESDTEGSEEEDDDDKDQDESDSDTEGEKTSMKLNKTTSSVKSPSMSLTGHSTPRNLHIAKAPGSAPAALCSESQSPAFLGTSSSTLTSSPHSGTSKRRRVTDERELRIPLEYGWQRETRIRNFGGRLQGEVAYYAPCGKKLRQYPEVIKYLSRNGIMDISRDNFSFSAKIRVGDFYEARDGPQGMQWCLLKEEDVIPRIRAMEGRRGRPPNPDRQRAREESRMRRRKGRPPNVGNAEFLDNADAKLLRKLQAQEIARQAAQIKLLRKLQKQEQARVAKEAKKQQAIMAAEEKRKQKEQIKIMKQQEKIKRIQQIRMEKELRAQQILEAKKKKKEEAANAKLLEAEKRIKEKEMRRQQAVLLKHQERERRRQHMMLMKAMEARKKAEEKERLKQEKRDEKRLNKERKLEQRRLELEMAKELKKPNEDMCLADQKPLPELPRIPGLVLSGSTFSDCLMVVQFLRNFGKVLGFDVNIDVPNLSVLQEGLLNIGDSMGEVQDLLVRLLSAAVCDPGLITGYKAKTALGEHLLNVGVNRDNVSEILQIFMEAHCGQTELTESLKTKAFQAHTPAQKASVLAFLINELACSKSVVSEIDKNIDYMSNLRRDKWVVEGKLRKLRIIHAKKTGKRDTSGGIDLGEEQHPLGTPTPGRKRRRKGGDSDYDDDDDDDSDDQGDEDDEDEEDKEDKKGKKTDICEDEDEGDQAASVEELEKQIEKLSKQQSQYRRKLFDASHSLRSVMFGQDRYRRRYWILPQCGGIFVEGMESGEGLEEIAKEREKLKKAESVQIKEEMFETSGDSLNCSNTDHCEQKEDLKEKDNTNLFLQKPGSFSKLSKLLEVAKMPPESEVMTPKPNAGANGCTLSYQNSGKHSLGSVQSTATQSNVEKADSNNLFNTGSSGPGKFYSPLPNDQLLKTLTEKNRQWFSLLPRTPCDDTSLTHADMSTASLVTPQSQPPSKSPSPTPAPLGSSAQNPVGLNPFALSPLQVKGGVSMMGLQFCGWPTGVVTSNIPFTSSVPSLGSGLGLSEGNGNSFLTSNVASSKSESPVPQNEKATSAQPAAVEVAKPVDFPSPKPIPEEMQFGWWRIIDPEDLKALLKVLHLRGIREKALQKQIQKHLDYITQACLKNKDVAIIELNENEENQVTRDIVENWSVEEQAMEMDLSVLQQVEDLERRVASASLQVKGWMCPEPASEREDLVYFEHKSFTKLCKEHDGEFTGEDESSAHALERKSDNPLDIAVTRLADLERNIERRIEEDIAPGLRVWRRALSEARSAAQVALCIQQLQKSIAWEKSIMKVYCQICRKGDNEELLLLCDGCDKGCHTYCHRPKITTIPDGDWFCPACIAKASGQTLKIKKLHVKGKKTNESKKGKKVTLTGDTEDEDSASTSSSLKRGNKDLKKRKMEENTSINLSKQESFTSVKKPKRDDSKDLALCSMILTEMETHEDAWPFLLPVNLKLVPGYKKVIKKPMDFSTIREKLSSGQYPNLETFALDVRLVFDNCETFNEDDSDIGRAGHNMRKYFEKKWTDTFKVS
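AlphaScreen displacement: compounds (up to 110uM) incubated 30 min at room temperature with a preformed 50 nM BAZ2B/50 nM biotinylated H3K14Ac peptide complex in PBS pH 7.4 with Tween-20. Donor and acceptor beads at 10 ug/mL final added, 20 min light-protected before reading.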
G9a inh: inhibitors of human histone lysine methyltransferase G9a; Q96KQ7; G9a H3K9 monomethylation, AlphaScreen, 2 h; Potency, µM (titrated, usually from 102 µM), for inactives: at the highest dose activity, negative = inhibition, most hits filed as inhibitors; 350,000 tested, 8.8% active; also: % is scaled to controls: 0 for no effect and ±100 for the full control effect; nearly all actives have a fitted effect of over 75% in size
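Step 1: enzyme (final 20 nM) with compound, 15 min RT. Step 2: substrate peptide 500 nM and SAM 20 uM, 2 h RT. Step 3: anti-H3K9me1 antibody and AlphaScreen beads, 10 min, then plate read.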
Pol beta inh: DNA polymerase beta (human) inhibition; 340,000 tested, 1.3% active; P06746; Potency, µM (highest dose often 114 µM), without a hit: top-dose activity change, negative = inhibition, actives largely listed as inhibitors; AID 485314; Pol beta primer extension/strand displacement, fluorescence kinetic; also: % is scaled to controls: 0 for no effect and ±100 for the full control effect
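Enzyme-only controls used 10 nM Pol beta; buffer lacking enzyme served as negative control. Compound preincubated 15 min, then 50 nM substrate added; 0 and 10 min reads at room temperature.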
APEX1 inh: blocks human APE1 abasic DNA cleavage; P27695; 350,000 tested, 0.35% active; recombinant APE1, TAMRA/BHQ-2 abasic DNA cleavage fluorescence; Potency, µM (top dose mostly 65.8 µM), for inactives: at the top dose activity change, negative = inhibition, actives largely listed as inhibitors;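 also: plate controls were vehicle for no effect and reference inhibitor for full effect; nearly all actives have a fitted effect of over 55% in size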
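Incision of a quenched TAMRA/BHQ-2 THF abasic-site duplex (50 nM) by 0.75 nM APE1, after 15 min compound preincubation, measured as fluorescence increase over three 60 s reads. Values normalized to buffer, DMSO and NSC13755 control wells.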
POLH inh: inhibitors of human DNA polymerase eta; recombinant Pol eta, fluorescent DNA replication assay; AID 588591; 390,000 tested, 1.2% active; Potency, µM (highest dose often 114 µM), without a hit: at the top dose activity change, negative = inhibition, usual class: inhibitors; also: % is scaled to controls: 0 for no effect and ±100 for the full control effect
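Pol eta at 10 nM preincubated with compounds 15 min at room temperature; reaction started with fluorescent substrate (50 nM final) and read kinetically at 0 and 10 min.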
BLM inh: blocks DNA unwinding by human BLM helicase; AID 2528; recombinant BLM DNA unwinding, fluorescence dequenching; 350,000 tested, 0.2% active; Potency, µM (titrated, usually from 56.1 µM), inactives show at the highest dose activity change, negative = inhibition, hits mostly inhibitors;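 also: plate controls were vehicle for no effect and no enzyme for full effect; nearly all actives have a fitted effect of over 35% in size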
Pol kappa inh: inhibitors of human DNA polymerase kappa; purified Pol kappa, fluorescent DNA synthesis assay, 10 min; Q9UBT6; 400,000 tested, 0.53% active; AID 588579; Potency, µM (highest dose often 107 µM), for the others: top-dose activity, negative = inhibition, actives largely listed as inhibitors; also: % is scaled to controls: 0 for no effect and ±100 for the full control effect
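10 nM Pol kappa was preincubated with compounds for 15 min at room temperature. Reaction started with 50 nM (final) substrate. Fluorescence read kinetically at 0 and 10 min.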
POLI inh: blocks human DNA polymerase iota activity | Q9UNA4 | Pol iota fluorescent replication assay, 10 min | Potency, µM (series often up to 115 µM), without a hit: top-dose activity, negative = inhibition, actives largely listed as inhibitors | 390,000 tested, 1% active | AID 588590
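Pol iota at 10 nM preincubated 15 min with compounds at room temperature; reaction started with fluorescent substrate, 50 nM final. Fluorescence read kinetically at 0 and 10 min; buffer-only wells as negative control.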
Anesthetic bind: candidate novel general anesthetic via apoferritin binding. P02791. apoferritin/1-aminoanthracene competitive binding, fluorescence. Potency, µM (titrated, usually from 77.5 µM), for the others: at the top dose activity change, negative = displacement, hits mostly inhibitors. 350,000 tested, 0.074% active. AID 485281; also: % is scaled to controls: 0 for no effect and ±100 for the full control effect; nearly all actives have a fitted effect of over 20% in size
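Horse-spleen apoferritin (10 uM) in 50% saturated 1-aminoanthracene in PBS was incubated 10 min at room temperature with compound. Fluorescence (ex 380, em 535 nm) was normalized to free and bound 1-AMA, with concentration-response fitted by a four-parameter Hill equation.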
* hit, by the source's call; ? = inconclusive; / = no result given; [ ] = another dose, or the depositor's remark. Calls follow the shape of the dose curve; as a rule, active = well fitted curve in the direction sought with a large enough effect; inconclusive = small, poorly fitted or top-dose-only effect, or another doubt; inactive = no such curve, though single readings can be large; an effect the other way counts as inactive or inconclusive. Potency is read from the fitted curve at half-maximal effect.

[1] Cc1ccc(N2CCn3c2nc2c3c(=O)n(CCCc3ccccc3)c(=O)n2C)cc1C
[2] CCN1C(=O)C2(SC(NC(C)=O)=NN2C(C)=O)c2cc(C)ccc21 (centres undefined)
[3] CCOC(=O)c1c(C)oc2ccc(OCc3cc(C(=O)OC)oc3C)cc12
[4] CCN(C(=O)CCS(=O)(=O)c1cccc2nonc12)c1ccc(C)c(C)c1
[5] Cc1coc(C)c1C(=O)CC1(O)C(=O)Nc2cc(Cl)cc(Cl)c21 (centres undefined)
[6] O=C(Cc1ccccc1)NNC(=O)Nc1cccc(Cl)c1
[7] COc1ccc(NC(=O)O/N=C/c2c(C)nn(C(C)(C)C)c2C)cc1
[8] CCOc1ccccc1NC(=O)Nc1cccc(NC(C)=O)c1
[9] COc1ccc(-c2noc(-c3ccc(NC4CCCCC4)c([N+](=O)[O-])c3)n2)cc1
[10] O=C(NCCSCc1ccccc1Cl)C1CCN(S(=O)(=O)Cc2ccccc2)CC1

Assay by compound | 1 | 2 | 3 | 4 | 5 | 6 | 7 | 8 | 9 | 10
BAZ2B inh | -3% | -21% | 21% | -17% | / | -1% | -3% | -5% | -1% | -5%
G9a inh | 0%[59 µM] | 16% | 21%[59 µM] | 16µM* | 3%[59 µM] | 7%[59 µM] | 2% | / | ? | ?
Pol beta inh | -13% | 23% | 12% | 5% | 8% | 1% | ? | 22% | 28% | 0%
APEX1 inh | / | -4% | 8% | 24% | 1% | 11% | -1% | 8% | / | /
POLH inh | -24% | 9% | -28% | -12% | -11% | 5% | -12% | -19% | -7% | -15%
BLM inh | 2% | -2% | -12% | 5% | -4% | -3% | -3% | -6% | -6% | -26%
Pol kappa inh | 2% | -7% | -13% | -12% | -24% | -7% | -5% | 1% | -6% | -15%
POLI inh | 30%[activator] | -14% | 15% | 62%[activator] | -13% | 7% | 30% | 18% | 106%[activator] | 20%
Anesthetic bind | -3% | -10% | -10% | -17% | ? | -9% | -6% | 0% | 7% | 72%[activator]

Exported with two lines to a compound: 5 of the compounds above.
Value order – BAZ2B inh | G9a inh | Pol beta inh | APEX1 inh | POLH inh | BLM inh | Pol kappa inh | POLI inh | Anesthetic bind
2. CCN1C(=O)C2(SC(NC(C)=O)=NN2C(C)=O)c2cc(C)ccc21 (centres undefined)
  -21% | 16% | 23% | -4% | 9% | -2% | -7% | -14% | -10%
1. Cc1ccc(N2CCn3c2nc2c3c(=O)n(CCCc3ccccc3)c(=O)n2C)cc1C
  -3% | 0%[59 µM] | -13% | / | -24% | 2% | 2% | 30%[activator] | -3%
6. O=C(Cc1ccccc1)NNC(=O)Nc1cccc(Cl)c1
  -1% | 7%[59 µM] | 1% | 11% | 5% | -3% | -7% | 7% | -9%
9. COc1ccc(-c2noc(-c3ccc(NC4CCCCC4)c([N+](=O)[O-])c3)n2)cc1
  -1% | ? | 28% | / | -7% | -6% | -6% | 106%[activator] | 7%
3. CCOC(=O)c1c(C)oc2ccc(OCc3cc(C(=O)OC)oc3C)cc12
  21% | 21%[59 µM] | 12% | 8% | -28% | -12% | -13% | 15% | -10%

Other compounds
[11] O=C(N/N=C/c1cn(-c2ccccc2)nc1-c1ccc2c(c1)OCCO2)c1ccncc1
[12] Cn1c(C(=O)c2ccccc2)nc2ccccc21
[13] C/C(CCc1ccccc1)=N\NC(=O)COc1ccccc1C
[14] COc1cccc(N(C(=O)CNC(=O)c2ccco2)C(C(=O)NC2CCCCC2)c2ccncc2)c1 (centres undefined)
[15] COc1cc(NC(=O)c2cc(OC)c(OC)c(OC)c2)c(OC)cc1NC(=O)CN1CCCCC1
[16] Cc1ccc2nc(Cl)c3cc(C(=O)N(C)C4CCCCC4)sc3c2c1
[17] CCN(c1ccccc1)S(=O)(=O)c1ccc2c(c1)CCCN2C(C)=O
[18] Cc1nc(C)c(C(=O)N/N=C/c2cc(Br)ccc2O)s1
[19] COc1ccc(-c2noc(CSc3nnc(-c4ccncc4)n3-c3ccc(OC)cc3)n2)cc1
[20] [O-][n+]1c2cc(C(F)(F)F)ccc2c2n1CCN=C2c1ccc(Cl)cc1

Assay by compound | 11 | 12 | 13 | 14 | 15 | 16 | 17 | 18 | 19 | 20
BAZ2B inh | -39% | 12% | -25% | -3% | -25% | -1% | 1% | ? | ? | ?
G9a inh | ? | 36% | -5% | -46% | -5%[12.7 µM] | 11%[59 µM] | 14% | 55%[activator][59 µM] | -49%[59 µM] | 14%[2.33 µM]
Pol beta inh | -14% | 22% | 8% | 24% | -28% | 1% | -1% | 0% | -4% | /
APEX1 inh | -9% | 14% | 7% | -3% | -2% | / | 24% | 7% | / | 11%
POLH inh | -15% | -9% | -20% | 5% | -6% | 9% | -12% | -1% | -13% | -5%
BLM inh | -15% | 0% | -2% | 0% | -4% | -9% | -1% | -3% | -2% | /
Pol kappa inh | -26% | -12% | 1% | 7% | -15% | -6% | 0% | 1% | -8% | -6%
POLI inh | ? | -24% | 173%[activator] | 15% | -2% | 23% | -30% | 33%[activator] | -9% | 5%
Anesthetic bind | -8% | -5% | -22% | -10% | -23% | ? | -13% | 8% | -14% | /

[21] CCc1ccccc1NC(=O)Cn1nnc(C(=O)OC)c1C(=O)OC
[22] COc1ccc(C)cc1NC(=O)NCc1ccc(F)cc1
[23] COc1cc(CCC(=O)NCc2ccc(S(N)(=O)=O)cc2)cc(OC)c1OC
[24] O=C(Nc1ccccc1F)NC1CCN(Cc2nnnn2Cc2ccc(F)cc2)CC1
[25] COc1ccc(OC)c(S(=O)(=O)N(C)CC(=O)Nc2ccc3c(c2)OCCO3)c1
[26] O=C(NCCc1ccccc1)C1CCN(C(=O)c2sccc2-n2cccc2)CC1
[27] Nc1nc(C23CC4CCC(CC(C4)C2)C3)cs1
[28] NC(=O)C1CCN(C(=O)C2CCC(=O)N(C3CCCCCC3)C2)CC1 (centres undefined)
[29] C/C(=N\NC(=O)c1sccc1C)c1ccncc1
[30] COc1ccccc1CCC(=O)OCC(=O)N1CCN(S(=O)(=O)c2ccc(C)cc2C)CC1

Assay by compound | 21 | 22 | 23 | 24 | 25 | 26 | 27 | 28 | 29 | 30
BAZ2B inh | -1% | -33% | 40%[activator] | -4% | -32% | -6% | -9% | -2% | -14% | -4%
G9a inh | 2%[59 µM] | 4% | 14% | 1%[59 µM] | 4%[59 µM] | -4%[59 µM] | ? | 18% | 8% | 3%
Pol beta inh | 11% | 4% | 11% | -1% | 15% | 15% | 6% | 84% | -25% | /
APEX1 inh | / | 6% | 61% | 1% | 6% | -3% | -1% | -6% | 32% | 8%
POLH inh | 0% | -10% | -16% | -15% | -1% | -14% | -10% | -21% | -5% | -7%
BLM inh | 0% | -1% | -6% | -2% | 4% | 0% | 1% | -2% | 0% | /
Pol kappa inh | -3% | -4% | 0% | -10% | -6% | -3% | -8% | 1% | -8% | 2%
POLI inh | -8% | 3% | 33%[activator] | 19% | 8% | 32%[activator] | 20% | 25% | 25% | 18%
Anesthetic bind | 0% | -8% | 18% | -12% | -9% | 5% | ? | 1% | -8% | /

[31] CCOc1ccccc1NC(=O)c1nc(S(=O)(=O)Cc2ccccc2)ncc1Cl
[32] CCc1ccc(NC(=O)CSc2nc3ccccc3c(=O)n2CCC(=O)NC2CCCCC2)cc1
[33] Cc1nn(Cc2c(Cl)cccc2Cl)c(C)c1NC(=O)c1cc(C(C)C)on1
[34] COCCNc1nnc(SCC(=O)NC(=O)c2ccccc2)s1
[35] CCOC(=O)c1cc2[nH]c3ccccc3c2[n+](-c2ccc([N+](=O)[O-])cc2)c1C
[36] Cc1ccsc1/C=N\NC(=O)c1ccc2c(c1)OCO2
[37] COC(=O)c1cccc(NC(=O)c2cccc(OC)c2)c1
[38] O=C1C=C(c2ccc(O)cc2)C[C@@H](c2ccc3c(c2)OCO3)C1
[39] Cc1noc(C)c1C(=O)N1CCN(CCc2ccccc2)CC1
[40] Cc1cccc(CN2CCC(C(=O)Nc3ccc(-n4nc(C)cc4C)cc3)CC2)n1

Assay by compound | 31 | 32 | 33 | 34 | 35 | 36 | 37 | 38 | 39 | 40
BAZ2B inh | -30% | -3% | -2% | 7% | -28% | -21% | 5% | 4% | 12% | -20%
G9a inh | 40µM* | 14%[59 µM] | 1% | 50µM* | -20%[59 µM] | -33% | 20%[59 µM] | 15%[0.501 µM] | -27%[12.7 µM] | 7%
Pol beta inh | 6% | 30% | -2% | / | 24% | -8% | 12% | / | 3% | 23%
APEX1 inh | 11% | / | -5% | 2% | -3% | -4% | -2% | -19% | 1% | 20%
POLH inh | -12% | -1% | -4% | -21% | -15% | -5% | -14% | -7% | -9% | -21%
BLM inh | -5% | 0% | -7% | / | 21% | -8% | 3% | / | -2% | -1%
Pol kappa inh | -7% | -2%[60.1 µM] | 6% | 4% | 0% | -8% | 3% | -15% | 10% | -5%
POLI inh | ? | -3% | -6% | 43%[activator] | 17% | 13% | -2% | ? | -14% | 13%
Anesthetic bind | -5% | 13% | -13% | / | -2% | ? | -13% | / | 21% | ?

[41] Cc1nc2c3c(sc2c(=O)[nH]1)NC(=O)CC3c1ccccc1Cl (centres undefined)
[42] N#CCSc1nccc(/C=C/c2ccccc2)n1
[43] CC(C)(C)C(=O)Nc1sc2c(c1C#N)CCN(Cc1ccccc1)C2
[44] N#Cc1c(N)sc(=S)c2c1CCCCC2
[45] CCc1cccc(NC(=O)CCc2nc3cccnc3n2Cc2ccc(OC)cc2)c1
[46] CCOc1cc(C(=O)Nc2ccccc2N2CCOCC2)ccc1OCC(=O)N1CCCCC1
[47] COc1ccc(S(=O)(=O)N2CCN=C2SCc2cccnc2)cc1

Assay by compound | 41 | 42 | 43 | 44 | 45 | 46 | 47
BAZ2B inh | -9% | 29% | 6% | 50µM* | -5% | 1% | 1%
G9a inh | / | 49%[activator] | 16% | 4.5µM* | -36%[59 µM] | 11% | -17%
Pol beta inh | -1% | 1% | -2% | 13µM* | 3% | 25% | -2%
APEX1 inh | 16% | -1% | 28% | ? | / | 17% | 2%
POLH inh | -5% | -15% | -8% | 13µM* | -5% | -17% | -16%
BLM inh | 4% | 0% | -4% | -30% | -8% | -8% | -12%
Pol kappa inh | -17% | 3% | -2% | 28µM* | -12% | -3% | 5%
POLI inh | 8% | 45%[activator] | ? | ? | 5% | 10% | 12%
Anesthetic bind | 6% | ? | -5% | 37%[activator] | 94%[activator] | -3% | -14%

Screens (PubChem)

Some of the compounds tested. The share of hits here may be higher or lower than overall.
